TLR9-MyD88 inh: inhibitors of TLR9-MyD88 association in cells, primary screen, cell-based, CHO, BLA complementation, fluorescence; CCF4 FRET ratio; inhibition, % at 4.98 µM; 340,000 compounds, 0.21% hits; AID 504734, 2011;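 active means inhibition above the mean over all tested compounds plus 3 SD, cut at about 21% in these data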;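 further: 0% = DMSO only wells and 100% = clavulanate BLA inhibitor control wells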
ABHD5-PLIN5 inh: ABHD5-PLIN5 interaction inhibitors, primary screen, cell lysate, split luciferase complementation, luminescence; Perilipin-5 (Homo sapiens) + 1-acylglycerol-3-phosphate O-acyltransferase ABHD5 (Homo …; 360,000 compounds, 0.78% hits; inhibition, % at 4 µM; AID 602281, 2012; Split G. princeps luciferase complementation, 4 h;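 active means inhibition above the mean inhibition across every tested compound plus 3 SD, cut at about 22% in these data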;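 further: 0% = DMSO only wells and the 100% control is not disclosed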
SRC1 inh: SRC1 coactivator transcriptional activity inhibitors, primary screen, cell-based, luminescence | HEK293 GAL4-SRC1 luciferase reporter | AID 588354, 2011 | 360,000 compounds, 0.12% hits | Nuclear receptor coactivator 1 (Homo sapiens), Q15788 | inhibition, % at 3.6 µM;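 active means inhibition above the campaign mean plus 3 SD, with each screening campaign given its own cutoff, cut at about 60% in these data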;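 further: 0% = DMSO treated cells and 100% = gossypol at 36 µM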
MC4R barr agon: MC4R agonists recruiting beta-arrestin, primary screen, cell-based, luminescence, agonist arm of biased-ligand search; Melanocortin receptor 4 (Homo sapiens), P32245; U2OS MC4R beta-arrestin complementation; percent of melanotan II response, DMSO zero; activation, % at 8.9 µM; 360,000 compounds, 0.98% hits;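 active means activation above a per-plate cutoff, the mean activation of sample wells on that plate plus 3 SD, cut at about 8% in these data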
Target sequence (P32245 whole entry, looked up): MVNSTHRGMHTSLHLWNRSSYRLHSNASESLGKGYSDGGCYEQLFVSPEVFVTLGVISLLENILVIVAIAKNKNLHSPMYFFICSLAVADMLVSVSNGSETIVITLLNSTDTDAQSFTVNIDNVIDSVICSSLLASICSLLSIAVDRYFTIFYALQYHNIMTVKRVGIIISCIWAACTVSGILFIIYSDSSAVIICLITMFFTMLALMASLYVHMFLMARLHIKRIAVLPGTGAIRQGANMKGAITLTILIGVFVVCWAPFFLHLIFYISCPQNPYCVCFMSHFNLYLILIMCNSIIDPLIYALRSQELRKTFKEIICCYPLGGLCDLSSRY
NOD2-RIPK2 inh: NOD2-RIPK2 binding disruptors in cells, primary screen, fluorescence, CHO cells, BLA complementation | Receptor-interacting serine/threonine-protein kinase 2 (Homo sapiens), O43353 | inhibition, % at 4.98 µM | 360,000 compounds, 0.38% hits | AID 624267, 2012 | CCF4 ratio; in the data active means inhibition above about 21%;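 further: 0% = vehicle only and 100% = reference blocker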
SRC2 inh: inhibition of GAL4-SRC2 driven luciferase reporter, primary screen, SRC2 inhibitor project, cell-based, luminescence; Nuclear receptor coactivator 2 (Homo sapiens), Q15596; HEK293 GAL4-SRC2 luciferase reporter; inhibition, % at 9 µM; 370,000 compounds, 0.17% hits; AID 651957, 2012;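 active means inhibition above the mean inhibition of all tested compounds plus 3 SD, set per campaign, cut at about 52% in these data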;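 further: 0% = DMSO treated cells and 100% = cells given Gossypol at 36 µM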
COUP-TFII inh: NR2F2 transcriptional activity inhibitors, primary screen, cell-based, luciferase reporter, HEK293T, luminescence; COUP transcription factor 2 (Homo sapiens), P24468; HEK293T NGFI-A luciferase reporter; inhibition, % at 8.6 µM; 370,000 compounds, 0.7% hits; AID 686940, 2013;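 active means inhibition above a per-plate cutoff, mean inhibition of test wells between control levels plus 3 SD, cut at about 38% in these data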;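 further: cells cotransfected with COUP-TFII expression vector driving the NGFI-A reporter; 0% = median of COUP-TF2 test wells and 100% = reporter-only cells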
EBV LMP1 NFkB: EBV LMP1-driven NF-kappaB luciferase reporter inhibitors, primary screen, cell-based, luminescence, single point; LMP1-induced NF-kappaB luciferase reporter cells; inhibition, % at 12.5 µM; 350,000 compounds, 0.69% hits; in the data active means inhibition above about 41%; inconclusive means no clear call, values can overlap the other calls;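 further: 0% = neutral control wells and 100% = reference inhibitor control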
NR5A2 inv ag: LRH-1 (NR5A2) inverse agonists, primary screen, cell-based, luminescence, HEK293T, StAR-luciferase reporter; Nuclear receptor subfamily 5 group A member 2 (Homo sapiens), O00482; LRH-1 transfected, 24 h; inhibition, % at 3.6 µM; 360,000 compounds, 0.13% hits;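 active means inhibition above the mean inhibition of all tested compounds plus 3 SD, cut at about 73% in these data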;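 further: 0% = DMSO wells and 100% = reporter-only cells lacking LRH-1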
Target sequence (O00482 whole entry, looked up): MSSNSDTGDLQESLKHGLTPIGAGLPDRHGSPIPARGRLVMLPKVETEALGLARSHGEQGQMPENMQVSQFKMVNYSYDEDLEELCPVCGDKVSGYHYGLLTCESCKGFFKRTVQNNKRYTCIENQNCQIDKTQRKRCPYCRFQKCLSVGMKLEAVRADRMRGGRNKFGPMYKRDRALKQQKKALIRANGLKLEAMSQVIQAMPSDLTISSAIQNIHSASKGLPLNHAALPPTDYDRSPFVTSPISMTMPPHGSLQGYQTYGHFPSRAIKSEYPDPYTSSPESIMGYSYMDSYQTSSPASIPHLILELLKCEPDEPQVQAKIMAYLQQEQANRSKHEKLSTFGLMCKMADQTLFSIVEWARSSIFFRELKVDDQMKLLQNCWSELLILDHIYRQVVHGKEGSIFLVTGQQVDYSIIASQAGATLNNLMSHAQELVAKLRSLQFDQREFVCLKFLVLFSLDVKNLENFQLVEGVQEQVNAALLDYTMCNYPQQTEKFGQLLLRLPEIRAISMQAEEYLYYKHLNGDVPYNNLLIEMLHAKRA
MC4R antagonist: MC4R antagonists of cAMP signaling, primary screen, cell-based, TR-FRET, antagonist arm of biased-ligand search; MC4R-expressing cells, MTII-stimulated cAMP, LANCE TR-FRET; 360,000 compounds, 0.48% hits; inhibition, % at 6.5 µM; Melanocortin receptor 4 (Homo sapiens), P32245;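 active means inhibition above its plate's cutoff, the mean of tested wells on that plate plus 3 SD, cut at about 29% in these data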;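 further: 0% = Melanotan II alone and 100% = Melanotan II plus saturating MCL0020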
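Assay system: U2OS-MC4R stable cell line; Also added: Melanotan II; Technique: Eu-cAMP/anti-cAMP TR-FRET, emission 671 nm; Times: 30-min compound, 1-h challenge, 1-h detection, room temperature.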
SRC3 inh: SRC3 coactivator transcriptional activity inhibitors, primary screen, cell-based, luminescence; HEK293 GAL4-SRC3 luciferase reporter; inhibition, % at 3.6 µM; 360,000 compounds, 0.17% hits; AID 588352, 2011;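 active means inhibition above a per-campaign cutoff, the mean of all compounds plus 3 SD, cut at about 60% in these data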;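 further: 0% = DMSO-treated cells and 100% = gossypol-treated cells at 36 µM; higher means less SRC3-driven luciferase light from the GAL4 reporter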
Starred values were filed as active, the others as inactive; ? = inconclusive; . = not tested or not shown.

mol,TLR9-MyD88 inh,ABHD5-PLIN5 inh,SRC1 inh,MC4R barr agon,NOD2-RIPK2 inh,SRC2 inh,COUP-TFII inh,EBV LMP1 NFkB,NR5A2 inv ag,MC4R antagonist,SRC3 inh
COc1ccc(-c2nc3c(Br)c(N)c(Br)cc3o2)cc1,3,8,-69,11*,3,.,.,-69,-85,9,-75
O=C(c1ccc(F)cc1)C1CCN(C(=O)c2c(F)cccc2F)CC1,-4,-5,5,-1.0,-1,8,17,15,27,-1,6
Cc1cc([N+](=O)[O-])nn1CCCC(=O)NCc1ccccc1,-4,-6,8,-2.6,3,-3,11,-8,-3,-2,1
CC1(C(=O)O)CCCN1C(=O)c1ccccc1OC(F)(F)F (configuration not stated),.,1,1,-0.1,-1,-15,3,.,1,17,11
CC(=O)N(c1ccccc1)C1SC(=O)N(c2ccccc2)C1=O (configuration not stated),8,12,2,-0.8,-6,9,-8,-25,-6,-5,-22
O=C1CCCN1C(=O)CCC(=O)N1CCCC1=O,-15,1,-3,0.3,-18,5,14,-6,-7,-2,8
COc1ccc(CN2C(=O)CCC2(C)C(=O)NC2CCCCCC2)cc1 (configuration not stated),2,-2,-3,-0.8,-3,-15,18,5,8,4,3
O=C(CCCn1c(=S)[nH]c2ccsc2c1=O)Nc1ccc(F)cc1,-5,5,8,-3.0,-16,-14,7,4,-1,5,10
C[C@H](CO)N1C[C@H](C)[C@@H](CN(C)C(=O)Nc2ccccc2)Oc2cc(Br)ccc2S1(=O)=O,2,0,-5,-1.6,-4,-2,4,5,1,7,4
C/C(=N/O)c1ccc2c(c1)OCCOCCOc1cc(/C(C)=N/O)ccc1OCCOCCO2,-2,2,18,-0.3,-3,-4,-2,3,22,4,13
O=C(NC1CCCCC1)C(c1ccco1)N(C(=O)c1csnn1)c1ccccc1 (configuration not stated),2,-5,3,-2.5,-5,-4,7,-3,-23,2,-2
O=C(COc1ccc(NS(=O)(=O)c2ccc(F)cc2)cc1)N1CCOCC1,-10,9,2,0.1,-5,31,-11,-8,12,28,11
CC1(C)Cc2c(cnn2-c2ccc(F)cc2)C(NC(=O)c2ccco2)C1 (configuration not stated),-8,-5,1,-2.3,1,6,-12,-8,-28,12,0
CCn1ncc([C@@H]2C[C@H]3CN(Cc4cccc(Cl)c4)C(=O)[C@]34CCCN24)c1C,.,1,-6,-1.4,-12,21,4,-1,7,3,15
Cc1ccc(-c2nc3ncccc3o2)cc1NC(=S)NC(=O)c1ccco1,-10,-4,9,-2.0,10,2,-9,-1,-17,11,3
COc1ccc(C2=NOC(Cn3nc(C(=O)NCc4cccc(Br)c4)cc3-c3ccccc3)C2)cc1 (configuration not stated),6,-1,-1,-2.1,1,-11,-3,4,-5,5,-3
O=C(COC(=O)c1cc(Cl)ccc1Cl)NCCN1C(=O)CSC1=O,-9,9,4,-0.2,7,-19,8,-1,-5,22,-1
Cc1nc2nc(C)n(-c3ccccc3)c2s1,-10,-2,1,-1.8,-6,-15,-1,-5,-2,-4,9
CCOC(=O)C1=CCC(C(C)(C)C)N(S(=O)(=O)c2ccc(C)cc2)C1 (configuration not stated),.,-2,0,.,-7,17,4,.,-12,.,16
CC(=O)N1CCC2(CC1)C(C#N)=C(N)Oc1n[nH]c(C)c12,10,-3,4,0.1,3,4,-3,-5,12,1,-6
CN(CC(=O)N1CCCc2c1c(=O)oc1ccc(O)cc21)Cc1ccccc1,-3,-6,-4,-1.8,0,-10,11,-12,5,3,14
CC(=O)OCC(=O)N1N=C(c2ccc3ccccc3c2)CC1c1ccccc1 (configuration not stated),1,1,-18,-0.5,-11,-10,-18,5,-23,3,4
CCOc1ccc(Nc2ncnc3ccc([N+](=O)[O-])cc23)cc1,5,-1,69*,-0.9,-2,45,29,?,37,15,55
NC(=S)N/N=C/c1coc2ccc(F)cc2c1=O,.,-2,3,0.9,-9,17,0,.,3,5,-14
CC1(C)C(=O)CC[C@]2(C)C3C(=O)C=C4[C@H]5C[C@@](C)(C(=O)O)CC[C@]5(C)CC[C@]4(C)[C@]3(C)CC[C@@H]12 (some centres not stated),-3,-6,-11,-3.2,5,-34,8,7,0,1,-4
CC1CCN(C(=O)c2[nH]cnc2C(=O)Nc2ccon2)CC1,-4,14,-15,-0.8,2,6,-9,-5,0,0,18
COC(=O)c1ccc(CSc2nc3sc(C)c(C)c3c(=O)[nH]2)cc1,-9,-5,6,-4.2,-18,34,19,-9,-35,2,19
Oc1ccc2ccccc2c1CNc1ccc2ccccc2c1,-2,-1,-8,7.0,0,-59,0,-21,2,3,-2
CCOc1ccc(NC(=O)CN(C)C(=O)c2c(C)nn(Cc3ccccc3Cl)c2C)cc1OCC,-2,-2,-10,-0.9,0,-2,1,-3,-12,-1,-8
CCN(C(=O)COC(=O)CCC(=O)c1cccs1)c1c(N)n(Cc2ccccc2)c(=O)[nH]c1=O,0,-3,-16,-1.1,2,-18,-2,-6,0,1,-17
Cc1cc2oc(=O)cc(CN3CCN(C/C=C/c4ccccc4)CC3)c2cc1O,-2,5,-22,5.0,12,11,15,-2,7,16,-2
COc1ccc(C(CCN2CCN(c3ccccc3)CC2)c2c(O)cc(OC)cc2OC)cc1 (configuration not stated),-15,-7,-11,1.8,1,-5,-8,1,-7,-1,-12
O=Cc1cccn1-c1ccc(O)cc1,0,0,5,-3.8,1,19,2,-3,4,5,-2
COc1cccc(NS(=O)(=O)CC23CCC(CC2=O)C3(C)C)c1 (configuration not stated),7,4,1,1.3,-33,13,1,-10,14,-5,4
COc1cc(C(=O)NC(C)c2ccccc2)ccc1OCC(=O)N1CCOCC1 (configuration not stated),-10,10,-14,-0.8,1,-8,-19,1,11,-1,16
COCCOC(=O)C1=C(C)N(Cc2ccccc2)C(=O)NC1c1cccc(OC)c1OC (configuration not stated),3,-4,4,-1.1,-2,10,13,8,-20,2,-2
Clc1cccc(Cc2c(-c3cccc(Br)c3)nc3ccc(Cl)cn23)c1,.,-1,-27,.,-6,-44,-21,.,-54,.,-55
Cc1cccc(Nc2nc(-c3ccncc3)cs2)c1,-2,-4,-48,0.7,-4,-7,-18,-34,-56,7,-29
CCOC(=O)c1cnn(C(=O)c2ccccc2)c1N,6,10,-55,4.9,-4,21,-8,-2,4,2,-20
O=C(Nc1ccc(F)cc1)C1CCCN(S(=O)(=O)c2ccc3[nH]c(=O)ccc3c2)C1 (configuration not stated),-16,-7,11,-1.3,-14,-14,12,0,3,9,7
CCN(CC(=O)Nc1c(F)cccc1F)C(=O)c1cccnc1SC,-8,2,-3,-1.7,-7,1,-11,6,-17,9,-19
CC(=O)OC1C(=O)N(Cc2ccccc2)C1c1ccc(C)cc1 (configuration not stated),-13,5,-2,-0.7,8,-2,2,2,-3,11,8
O=C(N/N=C/c1cccnc1)c1ccccc1,3,4,-39,-1.2,-8,-53,-16,-4,-68,3,-37
NC(=O)c1ccc(N2CCN(S(=O)(=O)c3ccccc3)CC2)c([N+](=O)[O-])c1,0,2,30,-2.1,8,31,54*,25,38,8,5
O=C(NCc1nc2ccccc2[nH]1)C1=C[C@H](c2ccc(Br)cc2)C[C@H](OCc2ccc(CO)cc2)O1,0,5,-13,0.5,0,-3,7,11,-14,12,-22
COCC(C)OC(=O)c1c(N)n(CCCN2CCOCC2)c2nc3ccccc3nc12 (configuration not stated),-3,0,5,-0.1,3,8,0,2,-20,7,20
CCOC(=O)c1c(NC(=O)CSc2nnnn2-c2ccccc2)sc2c1CC(C)(C)NC2(C)C,-1,7,0,1.9,2,-4,-6,7,4,8,25
Cc1ccccc1CC1(CO)CCCN(Cc2ccccc2Cl)C1 (configuration not stated),-14,-6,-1,6.4,6,22,-18,3,-7,14,13
Cc1cc(CNC(=O)Cc2ccc(F)cc2)c2ccccc2n1,-2,4,-25,-1.0,3,8,-13,1,4,5,-4
CC(C)OCCCNC(=O)c1cc(Sc2ccc(F)cc2)nc2ccccc12,3,-4,10,6.2,-3,25,20,2,-3,-1,13
COc1ccccc1N1CCN(S(=O)(=O)/C=C/c2ccccc2)CC1,6,2,-9,-2.4,-1,-8,-6,-1,-2,3,5
Cn1c(=O)c2c(ncn2CC(=O)N2CCN(c3ccccc3)CC2)n(C)c1=O,-3,-3,-4,-1.2,-1,11,-12,1,4,14,8
CCC(C)N1CCC(Oc2ccc(C(=O)NCc3ccccn3)cc2)CC1 (configuration not stated),-12,0,2,-0.9,4,6,-45,1,-11,4,-5
CCN(CC(=O)Nc1ccc2c(c1)OCCO2)C(=O)CC(NC(C)=O)c1ccccc1 (configuration not stated),8,5,6,2.3,-79,-9,6,-5,-4,4,-11
CCCN(CCC)CCCNC(=O)C1CCN(S(=O)(=O)c2cccc3nsnc23)CC1,-2,4,16,-1.7,9,-5,-4,-2,7,3,3
O=C(O)COc1ccccc1/C=N/NC(=O)CSc1nc2ccccc2n1Cc1ccc(Cl)cc1,3,-3,0,-2.4,3,-3,-3,4,6,9,13

A portion of the library (hit frequency here may not be typical).
